# Screening data as filed in PubChem BioAssay.
# IP6K1 inh: IP6K1 kinase inhibition; activity change, % (series mostly up to about 58 µM); AID 1645851; hit rate 0.81% among 140,000; Q92551; IP6K1 kinase, ADP-Glo luminescence, 2 h; hits give low values; in the data active = activity change below about -25%
#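 ADP-Glo luminescence measures ADP made by human IP6K1 during a 2 h RT reaction with ATP/IP6 (mix at 1.3 mM/130 uM); top library doses 57.5 and 19.1 uM final.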
# GPT2 inhibitor: inhibitors of human GPT2 alanine aminotransferase | Potency, µM (top dose mostly 57.7 µM), without a hit: at the top dose activity change, negative = inhibition, hits mostly inhibitors | Q8TD30 | hit rate 0.25% among 100,000 | Recombinant GPT2, coupled pyruvate oxidase/HRP Amplex Red fluorescence; note: potency is the fitted concentration of half-maximal effect; nearly all actives have a fitted effect of over 60% in size; many of its hits are not listed in these tables
# Target sequence (Q8TD30 whole entry, looked up): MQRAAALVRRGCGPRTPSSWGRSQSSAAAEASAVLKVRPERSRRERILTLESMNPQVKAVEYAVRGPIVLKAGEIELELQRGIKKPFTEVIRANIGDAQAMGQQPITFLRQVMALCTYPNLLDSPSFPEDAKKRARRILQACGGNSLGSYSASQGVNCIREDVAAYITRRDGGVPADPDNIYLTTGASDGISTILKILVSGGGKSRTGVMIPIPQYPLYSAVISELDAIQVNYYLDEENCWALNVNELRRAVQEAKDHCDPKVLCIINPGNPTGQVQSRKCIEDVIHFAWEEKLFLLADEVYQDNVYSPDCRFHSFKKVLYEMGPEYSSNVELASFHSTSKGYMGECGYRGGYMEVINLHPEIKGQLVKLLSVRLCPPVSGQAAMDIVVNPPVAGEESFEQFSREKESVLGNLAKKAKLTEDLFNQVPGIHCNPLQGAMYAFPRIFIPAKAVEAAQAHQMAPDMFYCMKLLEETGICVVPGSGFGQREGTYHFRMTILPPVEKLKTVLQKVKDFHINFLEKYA
#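 Inhibition is scored from Amplex Red fluorescence generated when pyruvate oxidase and HRP act on pyruvate released by GPT2. Reactions contain 10ng/uL enzyme, 250uM a-KG and 2mM L-alanine and run 30 min at room temperature.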
# 3T3 cytotox: cytotoxic compounds in NIH 3T3 cells. Potency, µM (series often up to 96.7 µM), without a hit: at the top dose activity change, negative = cytotoxicity, most hits filed as inhibitors. hit rate 4.3% among 94,000. NIH 3T3 viability, CellTiter-Glo ATP luminescence, 48-72 h; note: potency is the fitted concentration of half-maximal effect; nearly all actives have a fitted effect of over 55% in size
#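 Mouse fibroblast NIH 3T3 cells, 400 per well, received compound via pintool and were incubated for 48 or 72 hr prior to CellTiter-Glo ATP luminescence measurement.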
# HEK cytotox: kills HEK 293 cells; HEK 293 viability, ATP luminescence (CellTiter-Glo), 48-72 h; Potency, µM (series often up to 115 µM), without a hit: at the top dose activity change, negative = cytotoxicity, actives largely listed as inhibitors; hit rate 6.6% among 94,000; AID 1345083; note: potency is the fitted concentration of half-maximal effect; nearly all actives have a fitted effect of over 60% in size
#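 qHTS cytotoxicity; HEK 293, 250 cells/well; compound pinned; 48 or 72 hr, 37 degree Celsius, 5% CO2, 95% humidity; CellTiter-Glo, 10 min RT; luminescence (ATP).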
# HEK293 viab: reduces viability of HEK-293 SNCA reporter cells. hit rate 0.12% among 150,000. Potency, µM (titrated, usually from 57.1 µM), without a hit: top-dose activity change, negative = cytotoxicity, most hits filed as cytotoxic. HEK-293-SNCA-luc viability, GF-AFC fluorescence, 24 h;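 note: potency is the fitted concentration of half-maximal effect; 0% = DMSO-treated cells and -100% = medium-only wells without cells; nearly all actives have a fitted effect of over 30% in size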
#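 HEK-293-SNCA-luc cells (1500/well) plated 24 h, then exposed 24 h to a dilution series; GF-AFC added 30 min at 37C, fluorescence 405/540 nm; normalised to medium-only and DMSO wells, Hill fit.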
# SNCA expr inh: inhibitors of alpha-synuclein (SNCA) gene expression. HEK-293 SNCA-luciferase knock-in, luminescence, 24 h. AID 1671194. Potency, µM (series often up to 57.2 µM), inactives show at the highest dose activity change, negative = inhibition, usual class: inhibitors. hit rate 0.17% among 140,000;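 note: potency is the fitted concentration of half-maximal effect; plate controls were DMSO cells for no effect and cell-free wells for full effect; nearly all actives have a fitted effect of over 45% in size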
# FLuc inh: inhibitors of firefly (Photinus pyralis) luciferase. hit rate 2.5% among 76,000. purified P. pyralis luciferase, luminescence, biochemical. Potency, µM (doses to about 115 µM), for the others: top-dose activity change, negative = inhibition, usual class: inhibitors; note: potency is the fitted concentration of half-maximal effect; nearly all actives have a fitted effect of over 65% in size
# Target sequence (P08659 whole entry, looked up): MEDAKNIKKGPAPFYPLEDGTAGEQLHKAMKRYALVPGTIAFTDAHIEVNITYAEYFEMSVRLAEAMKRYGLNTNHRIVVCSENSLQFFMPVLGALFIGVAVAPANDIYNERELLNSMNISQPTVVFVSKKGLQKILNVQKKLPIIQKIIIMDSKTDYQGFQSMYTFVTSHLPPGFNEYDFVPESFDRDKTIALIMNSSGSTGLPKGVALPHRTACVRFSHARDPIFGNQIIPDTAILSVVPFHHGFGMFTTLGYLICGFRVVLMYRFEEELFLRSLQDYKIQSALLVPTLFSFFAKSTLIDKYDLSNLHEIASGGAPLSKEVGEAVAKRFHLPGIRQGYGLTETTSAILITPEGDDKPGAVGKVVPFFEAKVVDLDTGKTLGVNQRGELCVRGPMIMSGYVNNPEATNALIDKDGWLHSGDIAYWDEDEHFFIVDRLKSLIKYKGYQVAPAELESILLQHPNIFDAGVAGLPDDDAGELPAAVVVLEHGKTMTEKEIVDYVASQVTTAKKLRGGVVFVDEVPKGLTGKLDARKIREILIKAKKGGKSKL
#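 FLuc 10nM, D-luciferin 10uM, ATP 10uM, Mg acetate 10mM, Tris acetate pH 7.5, Tween/BSA; cpd qHTS; enzyme added last; CCD luminescence.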
# Active calls of the source: *; i = inactive; ? = inconclusive; nt = no result given; [ ] = remark or other dose. Unless noted, calls come from the whole dose curve; as a rule, active = well fitted curve in the direction sought with a large enough effect; inconclusive = small, poorly fitted or top-dose-only effect, or another doubt; inactive = no such curve, though single readings can be large; an effect the other way counts as inactive or inconclusive. Unless noted, % is set by controls: 0 for no effect and ±100 for the full control effect.
canonical_smiles	IP6K1 inh	GPT2 inhibitor	3T3 cytotox	HEK cytotox	HEK293 viab	SNCA expr inh	FLuc inh
CCN1CCN(CCCNC(=O)CCC[C@H]2NC[C@@H]3C[C@H]2CN(Cc2ccccc2)C3)CC1	6.3	-9.5%	-6.9%	1.2%	2.1%	2.6%	-10.0%
O=C(NCCc1ccccc1)C1CCCCN1Cc1ccc(-c2cccs2)cc1 (stereo not drawn)	-9.3	-10.0%	44.7µM*	?	0.0%[12.5 µM]	?	nt
Cc1ccc(N2CCN(c3nc4c(c(=O)[nH]3)CCNC4)CC2)cc1	9.6	i	-1.0%	?	1.3%	-25.1%	2.4%
O=C(N1CCC(n2cc(-c3nc(-c4ccccc4)no3)nn2)CC1)C1(c2ccccc2)CC1	7.9	i	?	31.6µM*	-14.3%	73.6%[activator]	42.3%
CNC(=O)c1cc(C2CC2)nc2onc(C3CCN(C(=O)c4ccccc4OC)C3)c12 (stereo not drawn)	1.7	nt	?	?	nt	nt	nt
COC(=O)c1cccc(Nc2c(-c3ccc(O)cc3)nc3nc[nH]n23)c1	20.0	nt	nt	nt	7.7%	-29.2%	nt
O=C(Cn1cc(SCc2ccccc2Cl)c2ccccc21)N1CCCCCC1	-6.5	nt	nt	nt	?	16.1%	nt
CCOC(=O)C1CCCN(c2cc(C)nc3c(-c4ccccc4OC)c(C)nn23)C1 (stereo not drawn)	-3.5	nt	nt	nt	-6.0%	40.0%[activator]	nt
O=C(Nc1ccccc1Cl)C1CCN(c2nc3ccccc3nc2C(F)(F)F)CC1	-13.1	nt	nt	nt	-9.0%	16.8%	nt
CCOC(=O)Cn1c(=O)n(CC2CCCO2)c2nc(-c3ccc(CC)cc3)nc(C(N)=O)c21 (stereo not drawn)	20.3	nt	nt	nt	1.7%	20.3%	nt
CCOc1ccc(C2NC(=O)N(Cc3nncn3C(C)C)C3=C2C(=O)OC3)cc1 (stereo not drawn)	4.3	0.9%	i	-0.4%	0.3%	-0.2%	-0.6%
CCCc1nc2ccccc2n1CC(O)COc1ccc(C(=O)OC)cc1 (stereo not drawn)	15.6	nt	nt	nt	4.3%	35.9%[activator]	nt
C=CCN1Cc2cc(F)ccc2N(CC(O)COc2ccc(OC)cc2)CCC1=O (stereo not drawn)	-7.7	nt	?	?	nt	nt	nt
COc1ccc(-c2nn(-c3ccccc3C)cc2CN2C[C@@H](C)O[C@@H](C)C2)cc1F	2.3	-21.4%	?	?	-7.7%	-3.3%	-0.8%
CCOCCn1c(=O)[nH]c2cc(C(=O)NCC(=O)N(C)C)ccc21	-2.7	-4.7%	-12.8%	0.6%	2.9%	-1.9%	10.6%
COCCC(=O)N1CCCC(C(=O)N2CCN(c3ccccn3)CC2)CCNC(=O)CC1 (stereo not drawn)	-8.7	2.5%	-13.9%	-4.2%	-1.9%	3.3%	-8.2%
COc1ccc(CCNC(=O)CSCc2nc(-c3ccc(OC)c(OC)c3)oc2C)cc1OC	5.0	nt	nt	nt	-14.8%	44.1%[activator]	nt
COc1ccccc1Oc1c(CCC(=O)NCc2ccco2)c(C)nn1-c1ccc(F)cc1	10.0	i	?	?	2.2%	4.0%	1.8%
CCOc1cccc(-c2noc(-c3nc(CC)no3)n2)c1	6.0	1.4%	i	-8.2%	6.9%	94.1%[activator]	?
CC(C)(CC(=O)O)CC(=O)N1CCN2C(=O)N(Cc3ccccc3)C(=O)[C@H]2C1	4.9	-3.4%[88.5 µM]	-1.4%[174 µM]	-5.0%[172 µM]	2.9%[87.6 µM]	9.9%[87.6 µM]	-2.3%[172 µM]
CS(=O)(=O)N1CCCN(S(=O)(=O)c2ccccc2)CCC(=O)NCC1	6.8	?	-9.8%	-8.4%	8.1%	-7.6%	-11.6%
Cc1ccc(OCC(=O)N2CCC(c3noc(-c4ccccc4)n3)C2)cc1 (stereo not drawn)	-0.5	i	-24.4%	?	4.4%	-14.6%	-18.6%
N#Cc1ccc(S(=O)(=O)N2CCC(C(=O)N3CCCCCCNC(=O)CC3)CC2)cc1	-3.0	-13.0%	-5.8%	-0.5%	2.8%	-1.1%	-2.6%
Cc1cc(C)n(CCC(=O)N2c3ccccc3CC2c2noc(C3CCOCC3)n2)n1 (stereo not drawn)	9.8	i	?	?	-7.5%	72.1%[activator]	25.1µM*
CN(C)c1ccc(CNC(=O)Cn2c(-c3cccs3)cc3cc(Cl)ccc32)cc1	-4.9	nt	nt	nt	-3.3%	-25.1%	nt
CCc1nc(C)sc1C(=O)N1CCN(c2ccc(C)cc2)C(=O)C1	-6.2	i	-20.5%	i	1.4%	-9.7%	-4.0%
NCCC(=O)N1CCCC(N2CCN(Cc3ccc4c(c3)OCO4)CC2)C1 (stereo not drawn)	6.3	0.4%	-4.5%	-6.2%	1.3%	1.7%	1.9%
CCOc1ccc(-c2oc3ccccc3c(=O)c2O)cc1OCC	2.6	nt	nt	nt	?	10.6%	nt
Cc1ccnc(N2CCC(c3nnc(-c4ccc(F)cc4)o3)CC2)n1	20.7	0.3%	-2.1%	0.9%	3.0%	24.9%	-3.0%
Cc1ccc(-c2nc(-c3nnn4c3COC(c3ccc(C)cc3)C4)no2)cc1 (stereo not drawn)	0.0	-5.8%	i	13.0%	11.0%	1.8%	2.8%
OCC1(CNCC2CCCC2)C[C@@H](O)[C@@H](O)C1 (stereo partly drawn)	11.6	-16.1%[88.5 µM]	i	i	2.4%[87.6 µM]	6.8%[87.6 µM]	3.9%[230 µM]
CC(C)c1ccc(S(=O)(=O)N(C)CC2CCOCC2)cc1	12.4	-1.5%	-17.4%	?	5.2%	-5.7%	9.6%
CC(C)N1CCN(C(=O)C23CCCC=C2N(c2ccccc2)C(=O)CC3)CC1 (stereo not drawn)	4.4	-28.0%	-16.2%	-28.0%	13.9%	-5.4%	-14.1%
COCCNC(=O)C1CC(=O)N(c2n[nH]c3cc(Br)ccc23)C1 (stereo not drawn)	-9.5	-2.3%	i	10.3%	4.2%	-6.7%	4.5%
CCc1nc(C)c(C(=O)N2CCC3(CC2)CC(c2ccccc2)CN(CC)C3)o1 (stereo not drawn)	13.2	0.2%	-25.9%	i	-20.0%	52.7%[activator]	-2.0%
C=CCNC(=O)N[C@H]1C[C@H]2C(=O)Nc3ccc(/C=C/c4ccc(OC)cc4)cc3C(=O)N2C1	10.9	-26.1%	-23.7%	-29.8%	4.2%	42.4%[activator]	13.9%
O=C(C[C@H]1NC(=O)c2ccccc2NC1=O)Nc1ccc(N2CCOCC2)cc1	-0.4	-8.0%	i	22.8%	0.0%	5.7%	-4.6%
CCC(=O)Nc1ccccc1C(=O)OCc1cc(=O)n2cc(C)sc2n1	-3.8	nt	nt	nt	5.8%	36.4%[activator]	nt
COc1ccccc1C(=O)Nc1cccc(-c2nnc3n2CCCC3)c1	-5.8	i	-24.2%	-4.3%	11.0%	14.9%	?
O=C(CSc1nc2c([nH]c3ccccc32)c(=O)n1-c1ccc(F)cc1)NCc1ccccc1	-4.8	nt	nt	nt	7.0%	-10.8%	nt
Cc1ccc(C)c(S(=O)(=O)NCC(c2ccco2)S(=O)(=O)c2ccc(F)cc2)c1 (stereo not drawn)	-0.5	nt	nt	nt	-3.6%	-20.2%	nt
CCCS(=O)(=O)N1CC[C@@H](CC(=O)O)[C@@H](CC2=NCCc3cc(OC)ccc32)C1	-1.6	i	i	i	-0.1%[87.6 µM]	-2.1%[87.6 µM]	-5.5%[172 µM]
c1cc(-c2cc(-c3ccncc3)c3cncn3c2)c2cc[nH]c2c1	-13.3	?	?	89.1µM*	7.3%[87.6 µM]	42.9%[activator][87.6 µM]	-19.4%[172 µM]
COc1ccc(C)cc1NC(=O)c1c(OC)cc(=O)n2c1CCCC2	0.2	i	0.7%	?	1.7%	13.5%	10.1%
O=C(NC1CCc2n[nH]c(=O)n2CC1)c1cncc(Br)c1 (stereo not drawn)	-11.4	i	i	2.0%	0.8%	6.9%	10.2%
COc1ccc(CCNC(=O)C2(c3ccc(Cl)cc3)CCOCC2)cc1	-11.5	i	-15.6%	?	-2.2%	-14.7%	nt
FC(F)(F)c1ccc(-c2noc([C@@H]3Cc4nc[nH]c4CN3Cc3cc4ccccc4o3)n2)cc1	-1.7	i	?	?	-8.9%	-29.6%	?
COc1ccccc1CNC(=O)CN1C(=O)CCCc2ccccc21	15.8	nt	nt	nt	-2.0%	5.8%	nt
Cc1cc(=O)oc2cc(CN(C)CC(C)N3CCOCC3)ccc12 (stereo not drawn)	10.7	-0.4%	2.4%	i	5.0%	-15.3%	-0.9%
COc1ccccc1Oc1ncccc1CNC(=O)c1cccnc1C	8.0	i	3.8%	i	6.3%	-5.0%	-17.5%

# (next part)
canonical_smiles	IP6K1 inh	GPT2 inhibitor	3T3 cytotox	HEK cytotox	HEK293 viab	SNCA expr inh	FLuc inh
O=c1cc2nc(-c3ccccc3F)nc(SCc3ccc(Br)cc3)n2[nH]1	35.5	nt	nt	nt	1.7%	3.5%	nt
CCOc1ccc(CC(=O)N2CCC(Cc3nc(-c4cnccn4)no3)CC2)cc1	-9.7	i	-28.5%	-18.9%	10.3%	-28.5%	-1.0%
COc1ccc(CCNC(=O)c2cnc3sc(N4CCCC4)nn3c2=O)cc1OC	30.0	nt	nt	nt	12.6%	6.8%	nt
CCCCS(=O)(=O)N1CCC(C2CCNC2)CC1 (stereo not drawn)	32.8	-20.6%	-12.1%	-25.4%	-7.1%	-8.9%	-7.5%
Cc1cc(N2CCN([C@@H]3CN[C@H](C(=O)N4CCSC4)C3)CC2)n(-c2ccccc2)n1	32.5	i	nt	nt	4.1%	nt	nt
CC(C)NC(=O)Nc1ccc([C@H]2OCC(=O)N(C)[C@@H]2CO)cc1	21.8	2.4%[88.5 µM]	i	i	0.6%[87.6 µM]	11.9%[87.6 µM]	0.9%[172 µM]
O=[S+]([O-])(c1cccs1)N1CCCN(c2nc3ncccc3o2)CC1	-8.5	1.0%	-21.5%	-11.0%	-12.6%	-19.2%	-4.2%
COc1ccc(OC)c(NC(=O)N2CCN(Cc3nc4ccc(C)cc4o3)CC2)c1	-10.0	nt	nt	nt	-4.2%	-6.5%	nt
OC(c1ccccc1)c1nc(Nc2ccc3c(c2)OCO3)n[nH]1 (stereo not drawn)	-6.7	i	?	-28.3%[172 µM]	-16.7%[87.6 µM]	20.3%[87.6 µM]	4.4%[172 µM]
O=C(Cc1cccc(Cl)c1)N1CCC2(CN[S+](=O)([O-])c3cccnc3O2)C1 (stereo not drawn)	9.7	i	i	4.1%	4.8%	6.2%	nt
CCOC(=O)c1ccc(NC(=O)CC(C)n2nc(C)cc2C)cc1 (stereo not drawn)	4.5	nt	nt	nt	12.3%	3.3%	nt
COCCCNC(=O)CSc1nc2nc(C)c(Cc3ccccc3Cl)c(C)n2n1	1.1	nt	nt	nt	27.9%	-9.0%	nt

# Only part of the results is shown; the hit share may differ from the screen's.
